p53ts 39C kill = qHTS Screen for Compounds that Selectively Target Cancer Cells with p53 Mutations: Cytotoxicity of p53ts Cells at the Nonpermissive Temperature | H1299-p53A138V viability at 39C, ATP luminescence, 24 h | Potency, µM (top dose mostly 46.1 µM), inactives show at the top dose activity change, negative = cell killing, hits mostly cytotoxic | 130,000 compounds, 1.5% hits | AID 902, 2007; active means well fitted cell-killing curve with a large enough effect; inconclusive means small, poorly fitted or top-dose-only effect; inactive means no such curve, though single readings can be large or run the other way; further: nearly all actives have a fitted effect of over 55% in size
Starred values were filed as active, the others as inactive; ? = inconclusive; [ ] = another dose, or the depositor's remark. On the % scale 0 is the no-effect control and ±100 the full control effect; potency means the concentration at half of the fitted maximal effect. The list is partial, so the mix of outcomes need not match the whole.

SMILES	p53ts 39C kill
CCNc1nc(NCc2ccccc2)nc(SCC(=O)Nc2ccccc2)n1	-5%
Brc1ccccc1/C=N/Nc1ccc2ccccc2n1	?
CNC(=S)N1N=C(c2ccccc2)CC1c1ccc(OC)c(OC)c1 (configuration not stated)	5%
CCCCCCCC(=O)NNC(=O)CC(=O)Nc1ccccc1C(=O)O	15%
Cc1sc(NC(=O)c2cc(-c3ccccc3)nc3ccccc23)c(C(N)=O)c1C	8%
COCCCNC(=O)/C(C#N)=C/c1cccc(NC(=O)c2ccccc2Cl)c1	2%
Cn1cc(Cl)nc1C(O)c1ccccc1 (configuration not stated)	16%
COc1ccc(/C=C/c2nnc(NC(=O)CSc3ccc(Cl)cc3)s2)cc1	8%
CCCOc1ccc(-c2c(=O)n(OCc3ccc([N+](=O)[O-])cc3)c3ccccc3[n+]2[O-])cc1	21%
C=CCNC(=O)/C(C#N)=C/c1cn(-c2ccccc2)nc1-c1cccs1	23%
CN1CCN(C(=S)c2ccc([N+](=O)[O-])cc2)CC1	4%
Cc1cc(C)cc(NC(=O)COC(=O)CCCNC(=O)c2ccc(Cl)cc2)c1	0%
COc1ccc(C(=O)NC(=S)NNC(=O)c2cnccn2)cc1	?
CC(=O)Nc1ccc(S(=O)(=O)NNC(=O)c2sc(=S)n(C)c2C)cc1	5%
Cc1ccc(Cn2nc(C)c(NC(=O)CSc3nc4c(c(C(F)(F)F)n3)CCc3ccccc3-4)c2C)cc1	3%
Cc1ccc(/C=C(\C#N)C(=O)NCC2CCCO2)o1 (configuration not stated)	-6%
O=C(NNC(=S)Nc1ccc(Br)cc1Cl)c1ccncc1	6%
O=C(COC(=O)CCc1c[nH]c2ccccc12)NC(c1ccccc1)c1ccccc1	-17%
O=C(C[n+]1ccc(-c2nnc3n2CCC3)cc1)c1ccc(Cl)cc1	6%
O=C(CSc1nnc(-c2ccccc2)n1-c1ccc(Cl)cc1)NC1CCS(=O)(=O)C1 (configuration not stated)	4%
COc1ccc(OC)c(NC(=O)CSc2nc3ccccc3c3nc4ccccc4n23)c1	15%
Cc1ccc(S(=O)(=O)NC(=O)Nc2ncc3c(n2)CC(c2ccco2)CC3=O)cc1 (configuration not stated)	-14%
CSc1ccc(/C=C(\C#N)C(=O)Nc2cccc(C)c2)cc1	0%
O=C(CSc1ccc2ccccc2n1)NCCC1=CCCCC1	2%
Cc1nn(-c2ccccc2)c(Cl)c1/C=N\NC(=O)c1cncc(Br)c1	7%

Continued.
SMILES	p53ts 39C kill
CCOc1ccc(N2CC(C(=O)NCCN3C(=O)S/C(=C\c4ccc(OC)cc4)C3=O)CC2=O)cc1 (configuration not stated)	-4%
Cc1csc(NC(=O)/C=C/c2ccco2)n1	-17%
CCOc1ccc(NC(=O)Cn2cncc2-c2ccc([N+](=O)[O-])cc2)cc1	23%
CCN(CC(=O)NCc1ccc(F)cc1)C(=O)COc1ccc2ccccc2c1	-17%
COC(=O)C1=C(NC(C)=O)CCS1	-4%
COc1cc(C(C)=O)ccc1Oc1ncnc2c1cnn2-c1ccc(F)cc1	18%
O=C(COC(=O)/C=C/c1ccco1)Nc1ncc(C(F)(F)F)cc1Cl	-9%
COc1cccc(NC(=O)COC(=O)c2ccccc2F)c1	2%
COc1ccc(/C=N/Nc2nncc3ccccc23)cc1	3.2µM*
O=C1NC(c2ccc(-c3ccccc3[N+](=O)[O-])o2)C(C(=O)c2ccc(F)cc2)C(O)(C(F)(F)F)N1 (configuration not stated)	4%
OC(COCC(F)(F)C(F)(F)C(F)(F)C(F)F)Cn1c2ccc(Cl)cc2c2cc(Cl)ccc21 (configuration not stated)	?
COc1ccc(N=Cc2cccc(C)c2O)cc1Cl	4%
CCOc1ncccc1C(=O)N(C)CC(=O)Nc1ccc(F)cc1	12%
COc1ccc(CCNC(=O)CSc2nn(-c3ccccc3)c(=S)s2)cc1OC	-5%
Cc1sc(NC(=O)/C=C/c2ccc3c(c2)OCO3)nc1-c1ccccc1	-25%
Cc1ccc(C)c(NC(=O)C(OC(=O)c2ccc(C)s2)c2ccccc2)c1 (configuration not stated)	8%
O=C(CN1CCN(c2ccccc2Cl)CC1)NC1CCCc2ccccc21 (configuration not stated)	15%
Cc1cc(C)c(Nc2cc(S(=O)(=O)O)c(N)c3c2C(=O)c2ccccc2C3=O)c(C)c1	-22%
COc1ccccc1N1CCN(C(=O)CSc2nnc3c4ccccc4nc(Cc4ccccc4)n23)CC1	-8%
COc1cccc(NC(=S)NN2C(C)CCCC2C)c1 (configuration not stated)	-9%
CCOC(=O)C1=C(c2ccc(OC)cc2)C(=O)c2ccccc2C1=O	7.1µM*
COc1ccc(Nc2nc(-c3ccccc3)c3ccccc3n2)cc1	-21%
O=[N+]([O-])c1ccc(N/N=C/c2cn(Cc3ccc(F)cc3)c3ccccc23)nc1	31%
C(=N\Nc1nc2ccccc2s1)/c1ccc2c(c1)OCO2	?
O=C(C1=NN[C@@H]2C(=O)N(c3cccc(F)c3)C(=O)[C@H]12)C(c1ccccc1)c1ccccc1	14%

An excerpt of these results, with each value named:
> CCOc1ccc(NC(=O)Cn2cncc2-c2ccc([N+](=O)[O-])cc2)cc1
  p53ts 39C kill: 23%
> CCN(CC(=O)NCc1ccc(F)cc1)C(=O)COc1ccc2ccccc2c1
  p53ts 39C kill: -17%

(cont.)
SMILES	p53ts 39C kill
CCOc1ccc(-c2c(=O)n(OCc3ccc([N+](=O)[O-])cc3)c3ccccc3[n+]2[O-])cc1	-2%
COC(=O)CN1C(c2ccc(OC)cc2)=Nc2ccc(Cl)cc2C1c1ccccc1 (configuration not stated)	-6%
C=CCOc1nc2c(c(=O)n(C)c(=O)n2C)n1Cc1ccc(Cl)cc1	-5%
O=C(Oc1ccc(Cl)cc1)c1ccc(N2CCOCC2)c([N+](=O)[O-])c1	10%
O=C(N/N=C/c1ccc(OC(=O)c2ccc3c(c2)OCO3)cc1)c1cncc(Br)c1	1%
COc1ccc(CCN2C(=O)CC(NNC(=O)c3ccc(F)cc3)C2=O)cc1OC (configuration not stated)	-3%
Cc1cc2oc(C(=O)Nc3ccc(S(=O)(=O)Nc4nccs4)cc3)cc(=O)c2cc1Cl	21%
COc1ccc(CNc2nc(-c3ccccc3)nn2C(=O)c2ccc([N+](=O)[O-])cc2)cc1	3%
Cc1nc2c(cc1C(=O)N/N=C/c1ccc([N+](=O)[O-])cc1)c(=O)n(C)c(=O)n2C	-3%
COc1ccc(OC)c(NC(=O)c2ccc3c(=O)n(CCc4ccccc4)c(=S)[nH]c3c2)c1	1%
S=C(Nc1cccc(Cl)c1)Nc1cccc2cnccc12	?
COc1ccccc1C(=O)/C=C/c1ccc(N2CCCCC2)c([N+](=O)[O-])c1	40%[activator]
CC(C)(C)c1ccc(C(=O)NCC(=O)OCc2ccc([N+](=O)[O-])cc2)cc1	-1%
Cc1ccc(C(=O)O/N=C(\N)c2nonc2N)cc1	-11%
CC1(C)CC(=O)C(N=Nc2c(Cl)cc(Cl)cc2Cl)=C(O)C1	-4%
Cn1cnnc1Sc1cc(N2CCN(S(=O)(=O)c3ccc4ccccc4c3)CC2)ccc1[N+](=O)[O-]	-1%
CCOC(=O)c1cnc2c(C)c(C)ccc2c1Nc1ccc(S(=O)(=O)Nc2ncccn2)cc1	1%
Cc1cc(C)c2c(c1)cc(C)c1nnc(SCC(=O)Nc3ccccc3N3CCOCC3)n12	8%
CCOC(=O)Cc1csc(SCC(=O)NC2CCCC(C)C2C)n1 (configuration not stated)	-8%
CC(C)CNC(=O)c1cccc(NC(=O)CSc2ccccc2)c1	7%
Cc1csc(=Nc2ccccc2)n1CCO	-5%
Cc1ccc(C(C)C)c(OCC(=O)NN=C2CCCCCCC2)c1	11%
Cc1ccc2[nH]c3c(c2c1)CCCC3C(N)=O (configuration not stated)	-4%
CC(=O)Nc1cccc(-c2csc(Nc3ccc(C)cn3)n2)c1	?
COc1ccc(C(=O)NC(=S)NNC(=O)c2cnccn2)cc1OC	?

20 of the compounds above, bar-delimited.
mol | p53ts 39C kill
COc1ccc(CCN2C(=O)CC(NNC(=O)c3ccc(F)cc3)C2=O)cc1OC (configuration not stated) | -3%
Cc1cc2oc(C(=O)Nc3ccc(S(=O)(=O)Nc4nccs4)cc3)cc(=O)c2cc1Cl | 21%
COc1ccc(CNc2nc(-c3ccccc3)nn2C(=O)c2ccc([N+](=O)[O-])cc2)cc1 | 3%
Cc1nc2c(cc1C(=O)N/N=C/c1ccc([N+](=O)[O-])cc1)c(=O)n(C)c(=O)n2C | -3%
COc1ccc(OC)c(NC(=O)c2ccc3c(=O)n(CCc4ccccc4)c(=S)[nH]c3c2)c1 | 1%
S=C(Nc1cccc(Cl)c1)Nc1cccc2cnccc12 | ?
COc1ccccc1C(=O)/C=C/c1ccc(N2CCCCC2)c([N+](=O)[O-])c1 | 40%[activator]
CC(C)(C)c1ccc(C(=O)NCC(=O)OCc2ccc([N+](=O)[O-])cc2)cc1 | -1%
Cc1ccc(C(=O)O/N=C(\N)c2nonc2N)cc1 | -11%
CC1(C)CC(=O)C(N=Nc2c(Cl)cc(Cl)cc2Cl)=C(O)C1 | -4%
Cn1cnnc1Sc1cc(N2CCN(S(=O)(=O)c3ccc4ccccc4c3)CC2)ccc1[N+](=O)[O-] | -1%
CCOC(=O)c1cnc2c(C)c(C)ccc2c1Nc1ccc(S(=O)(=O)Nc2ncccn2)cc1 | 1%
Cc1cc(C)c2c(c1)cc(C)c1nnc(SCC(=O)Nc3ccccc3N3CCOCC3)n12 | 8%
CCOC(=O)Cc1csc(SCC(=O)NC2CCCC(C)C2C)n1 (configuration not stated) | -8%
CC(C)CNC(=O)c1cccc(NC(=O)CSc2ccccc2)c1 | 7%
Cc1csc(=Nc2ccccc2)n1CCO | -5%
Cc1ccc(C(C)C)c(OCC(=O)NN=C2CCCCCCC2)c1 | 11%
Cc1ccc2[nH]c3c(c2c1)CCCC3C(N)=O (configuration not stated) | -4%
CC(=O)Nc1cccc(-c2csc(Nc3ccc(C)cn3)n2)c1 | ?
COc1ccc(C(=O)NC(=S)NNC(=O)c2cnccn2)cc1OC | ?

Going on with the list:
SMILES	p53ts 39C kill
Cc1c(Nc2nc(-c3ccc(Cl)cc3)cs2)c(=O)n(-c2ccccc2)n1C	1%
Cc1cccc(NCc2ccccc2OCc2ccccc2F)c1	-7%
Clc1nc(-c2ccccc2)cc(-c2ccccc2)n1	-3%
O=C(CSc1nnc(-c2cccnc2)s1)Nc1cccc(C(=O)O)c1	0%
Cc1ccc(-c2nnc(Nc3ccc4c(c3)OCO4)c3ccccc23)cc1S(=O)(=O)NC(C)C	24%
CS(=O)(=O)N(CC(=O)Nc1ccc(F)c(F)c1)c1cccc([N+](=O)[O-])c1	12%
Cc1ccc(-n2cc(-c3ccc([N+](=O)[O-])cc3)[nH]c2=S)c(C)c1	-2%
COc1ccc(C(=O)NCC(=O)NCC(c2ccco2)N(C)C)cc1OC (configuration not stated)	9%
CCCc1nc2c(c(=O)c3ccccc3n2C)c(=O)n1C1CCCCCC1	5%
O=C(/C=C/c1cccs1)Nc1cccc(NC(=O)/C=C/c2cccs2)n1	?
Cc1ccc(NC(=O)c2cccc(NC(=O)/C=C/c3ccco3)c2)cc1C	-20%
CC1CN(C(=O)C(Sc2ccccc2)c2ccccc2)CC(C)O1 (configuration not stated)	0%
COc1cc(C(=O)Nc2nc(-c3cc(C)ccc3C)c(C)s2)ccc1OCC(=O)Nc1ccc(F)cc1	3%
S=C(NCCc1ccccc1)N/N=C/c1c(Cl)cccc1Cl	-9%
O=C(N/N=C/c1cccc([N+](=O)[O-])c1)c1cc(-c2ccc3c4c(cccc24)CC3)n[nH]1	-17%
CC(=O)c1ccc(NC(=S)N2CCN(CCN3C(=O)c4cccc5cccc(c45)C3=O)CC2)cc1	24%
CCOC(=O)C(Cc1ccccc1)C(=O)Nc1cccc2ccccc12 (configuration not stated)	20%
O=C(CSc1nnc(CCc2ccccc2)n1-c1ccc(Cl)cc1)c1ccccc1	15%
O=C(COc1ccccc1Cl)NCCc1ccc2c(c1)OCCO2	12%
COC(=O)c1c(NC(=O)CN(c2ccc(C)c(C)c2)S(C)(=O)=O)sc2c1CCCC2	-15%
Cc1ncc(CO)c(/C=N/N=C/c2ccccc2O)c1O	11%
Cc1cc(/C=C2/C(=O)NN(c3ccccc3)C2=O)c(C)n1-c1cccc(O)c1	13µM*
O=C(/C=C/Nc1ccc(Cc2ccc(N/C=C/C(=O)C(F)(F)F)cc2)cc1)C(F)(F)F	4%
O=C(Nc1ccc2c(c1)CCC2)c1ccccc1	?
Cc1ccc(SCCC(=O)Nc2ccc(Br)c(C)c2)cc1	6%

Next section.
SMILES	p53ts 39C kill
CCOC(=O)c1c(-c2ccccc2)csc1NC(=O)c1cc2ccccc2oc1=O	13%
Cc1cc(C(=O)CSc2nnc(-c3ccc4c(c3)OCO4)o2)c(C)n1-c1ccc(F)cc1	-9%
Cc1cccc(NC(=S)Nc2ccc(Oc3ccccc3)cc2)n1	15%
COc1ccc2nc(SCc3cccc(C)c3)nc(C)c2c1	-3%
CNC(=S)SCCOc1ccc(C)cc1	-8%
Cc1cccc(Nc2nnc(SCC(=O)Nc3ccccc3[N+](=O)[O-])s2)c1	-16%
COCCNC(=O)CSc1nnc(CCCN2C(=O)c3cccc4cccc(c34)C2=O)n1-c1ccccc1	29%
Cc1cccc(OCc2nc3c4c(ncn3n2)-c2ccccc2CC42CCCC2)c1	-9%
O=C(CN1CCN(c2ncccn2)CC1)N1CCc2ccccc21	-5%
COc1ccc(-c2nnc(NC(=O)CSc3ccccc3)s2)cc1OC	3%
COc1cc([N+](=O)[O-])ccc1NC(=S)Nc1cc(C(=O)OC(C)C)cc(C(=O)OC(C)C)c1	-8%
Cc1ccc(-c2nnc(NCc3nc4ccccc4[nH]3)c3ccccc23)cc1S(=O)(=O)N1CCCCC1	7%
COc1ccc(C(=O)NCc2ccccc2)cc1Br	-3%
Cc1cccc2sc(N(CCN(C)C)C(=O)/C=C/c3cccs3)nc12	-17%
CCC(=O)Nc1ccc(Cl)c(NC(=S)NC(=O)c2cc3ccccc3o2)c1	-8%

Source: PubChem BioAssay
